LYPLA2 counter = LYPLA2 (human) inhibition in PME1 counter-screen; O95372; recombinant LYPLA2, FP-Rh probe fluorescence polarization; inhibition, % at 5.9 µM; hit rate 0.38% among 320,000;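 active means inhibition above the screen-wide mean plus 3 SD, limit set per campaign, cut at about 26% in these data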;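 further: 0% = LYPLA2 with DMSO and 100% = wells lacking LYPLA2 enzyme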
PAFAH1B3 inh = blocks human PAF acetylhydrolase 1B catalytic subunit 3 | inhibition, % at 3.39 µM | recombinant PAFAH1B3, FP-rhodamine probe, fluorescence polarization | hit rate 0.28% among 340,000;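 active means inhibition above the screen-wide average of all tested compounds plus 3 SD, cut at about 25% in these data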;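 further: 0% = enzyme with DMSO only and 100% = wells lacking PAFAH1B3 protein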
EBNA-1 inh = blocks EBNA-1 binding to DNA; EBNA-1 DNA binding, fluorescence polarization; inhibition, % at 14.8 µM; hit rate 0.34% among 300,000; AID 1950; in the data active means inhibition above about 28%
pPAFAH inh = inhibitors of human plasma PAF acetylhydrolase (pPAFAH) | Q13093 | recombinant pPAFAH, FP-rhodamine probe fluorescence polarization | inhibition, % at 3.39 µM | hit rate 1.5% among 330,000;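 active means inhibition above the mean inhibition across the screen plus 3 SD, cut at about 25% in these data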;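 further: inhibitors block binding of the rhodamine activity-based probe so polarization drops; 0% = enzyme with DMSO and 100% = wells lacking pPAFAH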
Target sequence (Q13093 whole entry, looked up): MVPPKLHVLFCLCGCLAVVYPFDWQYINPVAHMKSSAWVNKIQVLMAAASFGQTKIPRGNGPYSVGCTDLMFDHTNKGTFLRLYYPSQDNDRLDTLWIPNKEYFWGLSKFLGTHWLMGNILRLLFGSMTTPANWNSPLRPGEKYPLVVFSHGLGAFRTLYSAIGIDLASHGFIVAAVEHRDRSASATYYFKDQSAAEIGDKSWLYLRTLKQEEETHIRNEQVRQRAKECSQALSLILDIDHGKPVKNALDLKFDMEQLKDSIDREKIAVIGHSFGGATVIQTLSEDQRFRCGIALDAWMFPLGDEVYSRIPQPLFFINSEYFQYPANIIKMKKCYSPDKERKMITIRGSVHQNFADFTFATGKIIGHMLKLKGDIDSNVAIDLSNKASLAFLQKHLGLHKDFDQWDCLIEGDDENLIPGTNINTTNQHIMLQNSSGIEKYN
PAFAH1B2 inh = blocks human PAF acetylhydrolase 1b catalytic subunit 2 | recombinant PAFAH1B2, FP-rhodamine activity probe, fluorescence polarization | inhibition, % at 3.39 µM | hit rate 1.2% among 340,000 | P68402 | AID 492953;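 active means inhibition above the mean of all tested compounds plus 3 SD, cut at about 24% in these data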;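 further: 0% = enzyme with DMSO and 100% = wells lacking PAFAH1B2; many of its hits are not listed in these tables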
PAFAH2 FP inh = inhibitors of human PAFAH2; recombinant PAFAH2, FP-rhodamine activity probe, fluorescence polarization; inhibition, % at 3.39 µM; Q99487; hit rate 0.99% among 340,000;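 active means inhibition above the mean over all tested compounds plus 3 SD, cut at about 30% in these data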;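 further: inhibitors block probe labeling of enzyme so polarization drops; 0% = enzyme with DMSO and 100% = wells lacking PAFAH2 protein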
ZTA DNA inh = blocks Epstein-Barr virus ZTA, an EBNA-1 counter-screen; P03206; ZTA-DNA binding, fluorescence polarization; inhibition, % at 11 µM; hit rate 0.15% among 320,000; in the data active means inhibition above about 33%
Target sequence (P03206 whole entry, looked up): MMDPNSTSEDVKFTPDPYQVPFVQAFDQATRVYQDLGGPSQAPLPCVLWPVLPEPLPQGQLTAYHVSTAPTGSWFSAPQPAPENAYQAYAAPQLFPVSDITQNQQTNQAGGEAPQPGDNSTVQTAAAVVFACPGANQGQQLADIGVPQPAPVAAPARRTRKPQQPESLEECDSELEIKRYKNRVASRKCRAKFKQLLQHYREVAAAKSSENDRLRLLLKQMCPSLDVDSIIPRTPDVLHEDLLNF
PREPL inh = human PREPL enzyme inhibition; Q4J6C6; recombinant PREPL, fluorescence polarization activity-based probe; inhibition, % at 5.96 µM; hit rate 0.68% among 320,000; AID 2751; in the data active means inhibition above about 43%;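 further: 0% = enzyme with DMSO and 100% = wells lacking enzyme; many of its hits are not listed in these tables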
LYPLA1 counter = counter-screen for PME1 inhibitors: inhibitors of human LYPLA1; O75608; recombinant LYPLA1, FP-Rh probe fluorescence polarization; inhibition, % at 5.9 µM; hit rate 0.16% among 320,000; AID 2174;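 active means inhibition above the mean of all tested compounds plus 3 SD, set per campaign, cut at about 14% in these data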;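 further: inhibitors block serine hydrolase probe labeling of LYPLA1 so polarization falls; 0% = enzyme with DMSO and 100% = wells lacking LYPLA1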
Target sequence (O75608 whole entry, looked up): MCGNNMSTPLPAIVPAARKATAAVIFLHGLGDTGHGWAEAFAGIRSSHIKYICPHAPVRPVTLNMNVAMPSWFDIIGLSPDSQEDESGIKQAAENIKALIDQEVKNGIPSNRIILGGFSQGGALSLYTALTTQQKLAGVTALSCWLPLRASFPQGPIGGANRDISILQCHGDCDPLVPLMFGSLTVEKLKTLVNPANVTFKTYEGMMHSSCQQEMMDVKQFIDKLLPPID
* = called active by the depositor; x = no result given. Only part of the results is shown; rates above refer to the full screens.

SMILES	LYPLA2 counter	PAFAH1B3 inh	EBNA-1 inh	pPAFAH inh	PAFAH1B2 inh	PAFAH2 FP inh	ZTA DNA inh	PREPL inh	LYPLA1 counter
CCC1(c2ccc(OC)cc2)NC(=O)N(CC(=O)NC2CCCCC2C)C1=O (centres undefined)	-1	5	x	-3	5	3	12	3	-1
O=C(CN1CCN(S(=O)(=O)c2ccc(Cl)cc2)CC1)Nc1ccc2c(c1)OCCO2	-3	2	-9	0	15	5	-15	20	0
O=C(COc1cccc2ccccc12)N1CCN(c2ccccn2)CC1	-1	2	-1	8	0	-1	7	-8	0
COc1ccc(CCn2nnnc2C(C(C)C)N2CCN(c3ncccn3)CC2)cc1OC (centres undefined)	-6	2	-10	6	1	8	3	-2	2
COCCCNC(=S)N1CCN(S(=O)(=O)c2ccc(OC)cc2)CC1	4	4	-3	-1	4	2	-17	13	0
COc1ccc(C(=O)OCC(=O)Nc2nnc(-c3ccccc3)o2)cc1	-3	-5	1	-5	7	2	-13	3	0
O=c1cc(CO)oc(CN2CCN(c3ccccc3F)CC2)c1O	-1	4	-2	2	-3	-7	-4	-1	-1
COc1ccc(C)cc1Nc1nnc(C)c(=O)[nH]1	-5	6	10	-2	6	3	11	17	0
COc1cc(OC)cc(C(=O)N2CCC(N3CCCCCC3)CC2)c1	7	-2	2	-2	-2	3	-12	3	-1
CCN(CC(=O)Nc1ccc2c(c1)OCCO2)CC(=O)Nc1cc(C)on1	-3	3	7	3	2	-6	17	2	-1
O=C(O)c1ccc(N/N=C/c2cn(Cc3ccccc3F)c3ccccc23)cc1	3	14	2	46*	8	10	21	27	-1
O=C(CS(=O)(=O)Cc1ccccc1)Nc1nnc(C(F)(F)F)s1	4	5	6	7	1	1	-2	3	1
Cc1ccc(/C=C2\SC(=S)N(CC(=O)Nc3ncc(Cc4ccccc4Cl)s3)C2=O)cc1	-4	x	-23	0	x	x	-1	12	-1
Clc1ccc2c(N/N=C/c3cccc(Br)c3)ccnc2c1	8	-1	8	0	-3	-4	12	21	2
O=C(NCc1ccc(Cl)cc1)C1CCN(c2cnccn2)CC1	9	3	-1	1	-1	5	15	7	7
COCCNC(=S)N/N=C(\C)c1cccc(OC)c1	4	4	-6	1	1	3	-7	10	3
Cc1ccccc1NC(=O)N1CCN(C/C=C/c2ccccc2)CC1	6	7	9	2	6	0	8	0	2
O=C(Nc1ccccc1C(=O)O)c1cc(S(=O)(=O)N2CCCCC2)cs1	-7	10	6	-4	17	9	0	0	0
CCOC(=O)c1cc(C)n(-c2ccc(OC)c(OC)c2)c1C	-4	5	-2	-4	2	-2	19	7	-4
CCn1ccnc1C(O)c1cccc(OC)c1OC (centres undefined)	1	-4	10	8	3	-8	4	0	1
C=C(C)c1sc(-c2ccc(Cl)cc2)nc1C	-10	5	-5	-3	-5	-7	-7	0	-4
O=C(NC1CCCCCC1)c1cc(S(=O)(=O)N2CCOCC2)ccc1N1CCCCC1	6	6	-6	6	-4	6	1	5	0
Cc1cc(NC(=O)CSc2nnnn2Cc2ccccc2)no1	3	-5	-15	-2	-1	-10	-4	13	0
Nc1ccccc1SCC(=O)Nc1ccc(N2CCOCC2)cc1	5	2	-1	1	3	1	-15	18	-1
Oc1c(I)cc(I)c2cccnc12	6	10	2	33*	8	7	-1	3	-5
SMILES	LYPLA2 counter	PAFAH1B3 inh	EBNA-1 inh	pPAFAH inh	PAFAH1B2 inh	PAFAH2 FP inh	ZTA DNA inh	PREPL inh	LYPLA1 counter
O=C(Nc1ccc(Oc2ccccc2)cc1)C1CCN(c2ncccn2)CC1	-2	-3	39*	3	6	0	11	-5	1
COc1cccc(CN2CCN(C(=O)c3cc(-c4ccccn4)nc4ccc(Cl)cc34)CC2)c1	-2	-3	-11	-4	0	-3	5	8	-6
N#C/C(C(=S)Nc1ccccc1)=C1/NN=C(N2CCOCC2)N1c1ccccc1	-1	4	12	1	5	3	4	-2	-2
CC1(c2ccccc2)NC(=O)N(CC(=O)NCc2ccc3c(c2)OCO3)C1=O (centres undefined)	4	-6	10	1	5	-4	-12	8	-1
CC(C)(CO)CNC(=O)c1ccc2nc(Cc3cccc(Cl)c3)oc2c1	1	3	-1	2	3	-2	-5	-3	0
CCCN(c1ccc(C(=O)OC)cc1)S(=O)(=O)c1ccccc1	4	6	4	4	2	-7	-18	10	-2
CC1(C)Cc2c(sc(NC(=O)C(=O)NCCCN3CCOCC3)c2C(N)=O)CO1	0	11	-1	5	3	-7	4	-3	-3
Cc1ccc(-c2csc(N(CCc3ccccc3)C(=O)COc3ccccc3)n2)cc1	-1	-3	6	3	2	4	15	0	-4
COc1ccc(N(CC(=O)N2CCCCCC2)S(=O)(=O)c2ccccc2)cc1	9	5	-8	2	5	0	-3	12	-6
O=C(Nc1ccc(Br)cc1)c1cc(-c2ccc3c(c2)OCO3)on1	1	2	-15	-1	-1	8	9	7	0
CCCCNC(=O)Nc1ccc(C2SCCS2)cc1	1	x	-1	4	x	x	-16	7	-2
O=C1c2ccc(-c3ccc(Cl)c(C(F)(F)F)c3)cc2S(=O)(=O)c2cccc(C(=O)N3CCN(c4ncc(Br)cn4)CC3)c21	x	2	x	9	10	1	x	7	x
CCCc1[nH]n(-c2nc3ccccc3s2)c(=O)c1C=NCCN1CCOCC1	2	2	11	4	1	1	7	-1	-4
CCC(Sc1ncccc1C(=O)O)C(=O)N1CCCC1 (centres undefined)	2	-8	-5	-4	-2	-9	-1	-5	1
CN=C1SC(C(=O)O)CC(=O)N1C (centres undefined)	3	8	-1	1	-2	-6	12	-3	-3
C[C@H](O)CC1=C[C@H](O)[C@@H](C)OC1=O	0	6	1	4	-3	1	11	0	-1
COc1ccccc1/C=C1\SC(=S)N(N2C(=O)CCCC2=O)C1=O	3	-2	0	5	-1	1	6	8	-2
COc1nc(N(C)C)nc(N(OC)S(=O)(=O)c2ccccc2Cl)n1	6	9	-2	1	2	-3	-2	-4	0
COc1ccc(/C=N/n2c(C)cc(C)c(C(N)=O)c2=O)cc1	3	3	2	6	-4	12	4	2	1
COc1ccc(Cl)cc1NC(=O)CSc1nc(-c2ccccc2)cc(=O)[nH]1	-9	8	-6	-6	8	-1	7	-19	-2
Cc1cccc2c(-c3ccccc3)cc(=O)[nH]c12	2	2	0	10	3	1	1	-10	3
CCN(CC)C(=O)c1cccc(C)c1	-2	-3	1	-1	3	2	26	-1	-3
COC1(OC)N=C(N)C2(C#N)C(c3cccc(Oc4ccccc4)c3)C12C#N (centres undefined)	0	12	-3	4	4	-5	-10	1	-2
CC(C)(C)c1ccc(CN2N=Nc3ccccc3S2(=O)=O)cc1	4	7	0	10	12	2	1	15	2
CCC(C)N=Cc1c(Nc2ccccc2)nc2c(C)cccn2c1=O (centres undefined)	3	0	-14	13	2	-10	-10	4	1
SMILES	LYPLA2 counter	PAFAH1B3 inh	EBNA-1 inh	pPAFAH inh	PAFAH1B2 inh	PAFAH2 FP inh	ZTA DNA inh	PREPL inh	LYPLA1 counter
Cc1c(NC(=O)NCc2ccccc2)c(=O)n(-c2ccccc2)n1C	1	15	-2	-1	3	-4	-7	8	-1
Cc1cc(-c2n[nH]c(=S)n2/N=C/c2ccc(Cl)c([N+](=O)[O-])c2)n[nH]1	8	-8	7	5	-1	6	16	11	4
CCc1ccc(CN2CCC(C(=O)Nc3cccc(-c4nnc(C)s4)c3)CC2)o1	-5	6	1	0	-3	6	6	-26	-3
O=C(NC1=NCCS1)[C@H](Cc1ccccc1)N1C(=O)c2ccccc2C1=O	0	4	1	1	1	10	-9	4	-1
Cc1ccc(/C=C/C(=O)NC(=S)Nc2ccc(S(=O)(=O)Nc3cc(C)on3)cc2)cc1	-1	7	8	2	8	-4	23	-11	-3
Cc1ccc2nc(-c3ccc(NC(=O)COC(=O)c4ccc(Br)o4)cc3)sc2c1	-5	0	35*	-1	-1	-17	4	-7	-6
CC1=CC(C)(C)NC(=S)N1NC(=O)c1ccccc1Cl	3	2	-6	1	3	-3	6	-3	0
O=C(Nc1cccc(Cl)c1)Nc1nccs1	1	5	8	-1	1	-7	3	3	-7
CCOC(=O)Cc1csc(SCC(=O)NC2CCC(C)CC2)n1 (centres undefined)	-8	2	-7	-2	0	-3	0	13	0
O=C(C[n+]1ccccc1)NNc1ccccc1	6	6	-9	3	7	-4	1	3	2
CS(=O)(=O)N1CCCC(C(=O)NCCCN2CCc3ccccc3C2)C1 (centres undefined)	4	-6	-3	4	-2	7	5	13	1
Cc1onc(-c2c(F)cccc2Cl)c1C(=O)N1CCOC12CCCCC2	-4	3	2	-2	0	-3	0	-1	-2
COc1ccc(NC(C)=O)c(C)c1	-2	2	-8	-1	-1	-3	-7	-4	-2
Cc1cc(=O)oc2cc(OCC(=O)OCC(=O)N(C)C3CCS(=O)(=O)C3)ccc12 (centres undefined)	1	4	6	-2	1	-8	-2	25	1
Cc1nc(-c2nnc(SCC(=O)Nc3ccc(Cl)cc3)n2C)cs1	3	7	-4	-1	1	1	-7	-20	5
CCCCCCCC(=O)N/N=C/c1ccc(Br)cc1	0	9	1	2	-2	6	8	-14	1
N#Cc1c(-c2ccccc2)nc2n1CCS2	-2	1	-9	1	0	1	-10	-6	-1
COc1ccc(C(=O)CSC2=NS(=O)(=O)c3cc(Cl)ccc3N2)cc1	9	4	19	9	0	3	19	2	-3
Cc1noc(C)c1S(=O)(=O)N1CCCC(C(=O)Nc2nccs2)C1 (centres undefined)	-3	4	-6	1	1	8	6	-1	0
COc1ccc(C)cc1NS(=O)(=O)c1ccc(NS(=O)(=O)c2ccc(NC(C)=O)cc2)cc1	0	6	-16	3	-7	1	-9	19	0
COc1ccc(/C=N/NC(=O)CCCOc2ccc(Cl)cc2Cl)cc1[N+](=O)[O-]	11	-2	-2	3	-1	-5	-7	-7	3
COc1ccc(OC)c(N2C(=O)CC(Cc3ccc(Cl)cc3)C2=O)c1 (centres undefined)	5	-5	-2	6	7	-1	-8	10	-1
FC(F)(F)C(F)(F)C(F)(F)c1nnc2ccc(N3CCOCC3)nn12	5	5	-10	4	5	-4	-12	6	0
CCOC1=C/C(=C/c2c(N)n3oc(C)cc3nc2=O)C=CC1=O	-6	x	3	1	x	x	-13	3	1
CC1CCN(C(=O)Cc2nn(C)c(=O)c3ccccc23)CC1	-6	7	-22	7	-5	-3	-13	30	-2

Among those listed so far, these have a nitro group on carbon.
SMILES	LYPLA2 counter	PAFAH1B3 inh	EBNA-1 inh	pPAFAH inh	PAFAH1B2 inh	PAFAH2 FP inh	ZTA DNA inh	PREPL inh	LYPLA1 counter
Cc1cc(-c2n[nH]c(=S)n2/N=C/c2ccc(Cl)c([N+](=O)[O-])c2)n[nH]1	8	-8	7	5	-1	6	16	11	4
COc1ccc(/C=N/NC(=O)CCCOc2ccc(Cl)cc2Cl)cc1[N+](=O)[O-]	11	-2	-2	3	-1	-5	-7	-7	3

Next records follow.
SMILES	LYPLA2 counter	PAFAH1B3 inh	EBNA-1 inh	pPAFAH inh	PAFAH1B2 inh	PAFAH2 FP inh	ZTA DNA inh	PREPL inh	LYPLA1 counter
O=C(NC1CCCCC1)C1CC(=O)N(c2cccc([N+](=O)[O-])c2)C1 (centres undefined)	2	8	4	2	8	10	-4	3	5
CCOC(=O)c1ccc(N2CN(C3CCCCC3)CNC2=S)cc1	5	2	4	4	-1	11	0	0	1
C=CCN(CC=C)C(=O)c1ccncc1	-7	3	2	-3	-4	-11	9	-2	-6
CC(=O)Nc1nnc(CSCc2ccc(F)cc2)s1	-7	3	13	5	5	9	2	-3	-2
COc1ccccc1N1CCN(C(=O)C(CC(C)C)NC(=O)C2CCCCC2)CC1 (centres undefined)	6	3	-4	5	5	1	-4	10	0
CCOc1ccc(/C=N\NC(=O)c2c(C)nc3cc(C)ccn23)cc1	7	0	3	7	2	1	0	-5	3
N#Cc1c(N)c(C(=O)c2ccccc2)n2ccccc12	-1	5	3	2	4	5	-20	13	1
Cc1nc2sc(C(c3ccccc3)N3CCN(C(=O)c4ccco4)CC3)c(O)n2n1 (centres undefined)	-6	10	8	3	5	1	3	-6	0
